TR SRC2 fluor cs = alters Texas Red total fluorescence, flagging assay interference | TRb/SRC2 Texas Red total fluorescence interference | Potency, µM (titrated, usually from 106 µM), inactives show at the top dose fluorescence change, negative = quenching | 0.29% of 280,000 active; active means well fitted curve in either direction with a large enough effect; inconclusive means small, poorly fitted or top-dose-only effect; further: potency means the concentration at half of the fitted maximal effect; on the % scale 0 is the no-effect control and ±100 the full control effect
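Human TRb ligand-binding domain at 0.6 uM with 20 nM Texas Red SRC2 peptide in Tris buffer containing 1 uM T3 and 5% DMSO, incubated with compound 5 h at ambient temperature. Total fluorescence (555/632 nm) calculated as parallel + 2 × perpendicular.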
TRb-SRC2 inh = disrupts binding of human TR beta to SRC2; Potency, µM (doses to about 106 µM), inactives show at the highest dose activity change, negative = inhibition, usual class: inhibitors; TRbeta-SRC2 peptide binding, fluorescence polarization; receptor liganded with 1 µM T3; P10828; 0.065% of 280,000 active;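 further: potency means the concentration at half of the fitted maximal effect; plate controls were bound peptide for no effect and peptide without receptor for full effect; nearly all actives have a fitted effect of over 50% in size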
Target sequence (P10828 whole entry, looked up): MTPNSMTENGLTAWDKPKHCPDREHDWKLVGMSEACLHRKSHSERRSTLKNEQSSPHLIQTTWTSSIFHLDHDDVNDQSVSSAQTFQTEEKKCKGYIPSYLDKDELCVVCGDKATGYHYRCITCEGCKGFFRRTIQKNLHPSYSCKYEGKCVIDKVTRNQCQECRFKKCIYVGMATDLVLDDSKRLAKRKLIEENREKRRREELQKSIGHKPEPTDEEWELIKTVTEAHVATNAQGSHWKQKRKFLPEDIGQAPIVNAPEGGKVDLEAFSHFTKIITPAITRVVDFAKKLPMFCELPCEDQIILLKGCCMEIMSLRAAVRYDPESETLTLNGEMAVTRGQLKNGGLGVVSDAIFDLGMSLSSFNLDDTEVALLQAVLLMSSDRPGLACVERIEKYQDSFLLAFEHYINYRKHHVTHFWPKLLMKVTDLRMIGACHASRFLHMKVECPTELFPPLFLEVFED
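Human TRb ligand-binding domain (0.6 uM) is mixed with 20 nM Texas Red SRC2 peptide and 1 uM T3; after compound addition and 5 hr at ambient temperature, polarization is measured and normalized to unbound and bound controls.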
NPSR antag = blocks cAMP signaling of the human neuropeptide S receptor. Q6W5P4. CHO-NPSR cells, cAMP TR-FRET, antagonist mode. Potency, µM (titrated, usually from 38.3 µM), without a hit: at the top dose activity change, negative = inhibition, most hits filed as inhibitors. 1% of 220,000 active; further: potency means the concentration at half of the fitted maximal effect; on the % scale 0 is the no-effect control and ±100 the full control effect; nearly all actives have a fitted effect of over 50% in size; many of its hits are not listed in these tables
Tau fluor counter = counter-screen for tau fibril formation inhibitors; tau K18 P301L Alexa594 fluorescence, heparin fibrillization; 0.93% of 280,000 active; Potency, µM (doses to about 57.7 µM), for the others: top-dose activity change, negative = decrease; AID 1463; further: potency means the concentration at half of the fitted maximal effect; on the % scale 0 is the no-effect control and ±100 the full control effect; nearly all actives have a fitted effect of over 55% in size
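Human tau K18 P301L (15 uM unlabeled, 0.24 uM Alexa 594-labeled) in 100 mM sodium acetate pH 7 with 20 uM heparin, 6 hr at 37 C. ThT 30 uM added, 1 hr ambient; Alexa 594 FP and total fluorescence read at 555/632 nm.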
Epigenetic reg = regulators of epigenetic silencing causing reporter derepression in mouse cells; AID 1865; murine LDR cells, GFP reporter derepression, 30 h; Potency, µM (highest dose often 53.9 µM), without a hit: at the highest dose GFP activation, actives largely listed as activators; 0.2% of 280,000 active; further: potency means the concentration at half of the fitted maximal effect; % of control where 0% means no effect; nearly all actives have a fitted effect of over 60% in size
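In this reporter-derepression format, murine cells bearing a silenced integrated CMV-GFP locus incubate with test compound (30 h, 37 C), then are washed and imaged; fluorescent objects of 20–120 um count as induced cells.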
CBFb RUNX1 block = CBF-beta/RUNX1 interaction disruption. Q01196+Q13951. AlphaScreen CBFb-His/RUNX1-biotin binding, biochemical. Potency, µM (series often up to 59.8 µM), inactives show at the top dose activity, negative = inhibition, hits mostly inhibitors. 230,000 tested, under 10 active; further: % of control where 0% means no effect
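Compounds were screened at multiple concentrations against a preformed CBF-beta(His)/RUNX1(biotin) complex (30 nM of each) for 15 min at room temperature, followed by 90 min with nickel and streptavidin beads and AlphaScreen reading.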
aGal spleen mod = inhibits or activates alpha-galactosidase in human spleen homogenate | human spleen homogenate, 4MU-alpha-Gal fluorescence, 40 min | Potency, µM (highest dose often 80 µM), without a hit: at the top dose activity change, negative = inhibition, hits mostly inhibitors | 0.008% of 240,000 active | P06280;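 further: potency means the concentration at half of the fitted maximal effect; 0% = enzyme with vehicle and -100% = no enzyme basal signal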
Target sequence (P06280 32-429 limits assumed): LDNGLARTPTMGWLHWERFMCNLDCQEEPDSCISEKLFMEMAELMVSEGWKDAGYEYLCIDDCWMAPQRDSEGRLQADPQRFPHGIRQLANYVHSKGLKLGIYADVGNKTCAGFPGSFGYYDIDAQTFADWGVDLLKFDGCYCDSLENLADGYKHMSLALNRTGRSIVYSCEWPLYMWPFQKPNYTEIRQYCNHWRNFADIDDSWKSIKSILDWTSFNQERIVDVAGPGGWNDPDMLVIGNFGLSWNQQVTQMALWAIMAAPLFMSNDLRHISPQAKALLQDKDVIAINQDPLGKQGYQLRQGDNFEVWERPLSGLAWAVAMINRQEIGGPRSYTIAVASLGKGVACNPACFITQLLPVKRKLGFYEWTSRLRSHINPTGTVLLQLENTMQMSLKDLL
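Human spleen homogenate (1 ug) was the enzyme source, with 4-methylumbelliferyl-alpha-D-galactopyranoside (1 mM final) in pH 5.0 citrate buffer with 0.01% Tween-20. Compounds were titrated; after 40 min at 37C, NaOH/glycine stop, 4-MU fluorescence read; AC50 from Hill fits.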
Tau fibril FP = tau fibrillization inhibition (FP); K18 P301L tau heparin fibrillization, Alexa594 FP, 6 h; Potency, µM (doses to about 57.7 µM), for the others: top-dose activity, negative = inhibition, hits mostly inhibitors; 0.39% of 280,000 active; AID 1468; further: potency means the concentration at half of the fitted maximal effect; on the % scale 0 is the no-effect control and ±100 the full control effect; nearly all actives have a fitted effect of over 55% in size
Target sequence (P10636 561-689 P618L limits assumed): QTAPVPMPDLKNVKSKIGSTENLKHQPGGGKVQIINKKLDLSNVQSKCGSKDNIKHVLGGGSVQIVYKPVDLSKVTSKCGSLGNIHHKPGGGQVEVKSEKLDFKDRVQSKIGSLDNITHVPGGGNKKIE
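K18 P301L tau (15 uM unlabeled/0.24 uM Alexa 594-labeled, final) + compound + heparin 20 uM final; 100 mM NaOAc pH 7; 6 hr 37 C; ThT 30 uM final added, 1 hr RT; FP ex 555/em 632 nm.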
Numbers without * were called inactive; u = inconclusive; x = not tested or not shown; [ ] = dose if it differs, or a comment. Unless noted, the call rests on the fitted dose curve; in most records, active means well fitted curve in the direction sought with a large enough effect; inconclusive means small, poorly fitted or top-dose-only effect, or another doubt; inactive means no such curve, though single readings can be large; an effect the other way counts as inactive or inconclusive. A portion of the library; count on the stated rates, not on these rows.

Assay codes – A = TR SRC2 fluor cs; B = TRb-SRC2 inh; C = NPSR antag; D = Tau fluor counter; E = Epigenetic reg; F = CBFb RUNX1 block; G = aGal spleen mod; H = Tau fibril FP
> CN(Cc1nc(-c2ccc(C(F)(F)F)cc2)no1)C1CCOCC1
  A: -2%; B: 4%; C: 5%; D: -11%; E: 2.4%; F: 13%; G: 3%; H: -8%
> Cc1ccc(NC2=NC(c3ccc(C)cc3)n3c(nc(C)cc3=O)N2)cc1 (stereo not given)
  A: 1%; B: 9%; C: -23%[46.1 µM]; D: -18%; E: -0.2%; F: 3%; G: 9%; H: -17%
> O=C(Nc1ccccc1)C1=C[C@@H](c2ccc(C(F)(F)F)cc2)C[C@@H](OCc2ccc(CO)cc2)O1
  A: 0%; B: 5%; C: u; D: -25%; E: -3.0%; F: 7%; G: 5%; H: 9%
> Cc1cc2oc(C(=O)Nc3c(C)n(C)n(-c4ccccc4)c3=O)cc(=O)c2cc1C
  A: -14%; B: -1%; C: x; D: 0%; E: -1.0%; F: x; G: x; H: -4%
> Cc1ccc(S(=O)(=O)N2CCCC(C(=O)Nc3ccc(NC(=O)c4ccccn4)cc3)C2)cc1 (stereo not given)
  A: -4%; B: -4%; C: -10%[46.1 µM]; D: -23%; E: 8.0%; F: 4%; G: -3%; H: -10%
> Cc1cccc(N2CCN(C(=O)C3CCN(S(=O)(=O)c4c(C)noc4/C=C/c4ccccc4F)CC3)CC2)c1C
  A: -2%; B: -2%; C: x; D: 4%; E: -0.9%; F: x; G: x; H: 2%
> COc1ccc(CCNC(=O)Cn2cnc3c(nnn3Cc3ccccc3F)c2=O)cc1OC
  A: -1%; B: -6%; C: 14%; D: -1%; E: 2.1%; F: 4%; G: -1%; H: -11%
> COc1ccc(NC(=O)C2CC(c3ccc(OC)c(OC)c3)=NO2)cc1OC (stereo not given)
  A: 0%; B: 2%; C: -11%[46.1 µM]; D: -13%; E: 0.0%; F: 0%; G: -22%; H: 4%
> Cc1ccc(NC(=O)C2CCN(c3nc(-c4ccc(C(C)C)cc4)no3)CC2)c(Cl)c1
  A: -2%; B: -11%; C: x; D: -16%; E: 8.8%; F: x; G: x; H: -1%
> CCC(CC)C(=O)Nc1ccccc1SCc1cc(=O)c2cccc(C)c2[nH]1
  A: -1%; B: 0%; C: x; D: -2%; E: -4.0%; F: x; G: x; H: -6%
> CC(NC(=O)c1ccco1)c1ccc2c(c1)OCCO2 (stereo not given)
  A: -1%; B: -2%; C: -3%[46.1 µM]; D: 0%; E: 3.5%; F: 7%; G: -1%; H: -5%
> CCCCN(CC)Cc1c(O)ccc2c3c(c(=O)oc12)CCC3
  A: -1%; B: -2%; C: -9%; D: 0%; E: 3.1%; F: -1%; G: u; H: -1%
> Fc1ccccc1C(c1nnnn1Cc1ccc2c(c1)OCO2)N1CCN(Cc2ccccc2)CC1 (stereo not given)
  A: -1%; B: 10%; C: u; D: -15%; E: -11%; F: 6%; G: -7%; H: 2%
> CN1CCN(S(=O)(=O)c2ccc(NC(=S)NC(=O)C3CC3)cc2)CC1
  A: -3%; B: -3%; C: 9%; D: 1%; E: 0.3%; F: -1%; G: 1%; H: -2%
> CCCNS(=O)(=O)c1ccc(CCC(=O)Nc2ccc3c(c2)OCCO3)cc1
  A: -1%; B: -1%; C: -8%; D: -19%; E: 2.0%; F: 3%; G: 5%; H: 2%
> COc1ccc2c(c1)c1c(c(=O)n(-c3cc(Cl)ccc3C)c(=O)n1Cc1ccc(F)cc1)n2C
  A: -3%; B: 5%; C: x; D: -1%; E: 3.0%; F: x; G: x; H: -4%
> CCCn1ncc(/C=N/O)c1C
  A: -2%; B: -1%; C: -2%; D: 9%; E: 1.1%; F: 7%; G: 2%; H: 2%
> COc1cc(OC)cc(C(=O)Nc2cc(-c3cn4cccnc4n3)ccc2C)c1
  A: 0%; B: -8%; C: 7%; D: -1%; E: 3.2%; F: 4%; G: u; H: u
> COCc1[nH]nc2c1C(c1cc(OC)c(O)c(OC)c1)C(C#N)=C(N)O2 (stereo not given)
  A: -1%; B: -27%; C: -3%[46.1 µM]; D: -13%; E: -0.7%; F: 0%; G: -7%; H: -7%
> COc1ccc2nc(/C=N/NC(=O)[C@H](C)NC(=O)OC(C)(C)C)ccc2c1
  A: 0%; B: 3%; C: 16%; D: -1%; E: 0.0%; F: 1%; G: -1%; H: 2%
> Cc1ccc(C(=O)c2ccc(C)cc2)cc1
  A: 3%; B: 6%; C: -1%; D: 2%; E: 0.0%; F: -12%; G: 8%; H: -2%
> CN1CCN(C(=O)c2ccc3c(c2)OCCO3)CC1
  A: -1%; B: -5%; C: 4%; D: 2%; E: -1.0%; F: 2%; G: 3%; H: -6%
> Cc1nc([N+](=O)[O-])c(Br)n1Cc1ccc(Cl)c(Cl)c1
  A: -1%; B: -3%; C: u; D: -3%; E: 1.1%; F: -4%; G: -4%; H: 7%
> Cc1cnc(CN(C)Cc2nc(Cc3cccc(C(F)(F)F)c3)no2)[nH]1
  A: 0%; B: -2%; C: 19%; D: -13%; E: -1.3%; F: 3%; G: 4%; H: -5%
> COC(=O)c1ccc(NC(=O)COc2ccc([N+](=O)[O-])cc2)cc1
  A: -1%; B: -3%; C: 8%; D: -13%; E: -5.7%; F: 2%; G: 23%; H: 4%
> CCOC(=O)CNC(=O)CSc1nc2cccnc2n1Cc1ccccc1
  A: -7%; B: 1%; C: 10%[46.1 µM]; D: -19%; E: -12%; F: 7%; G: 13%; H: 1%
> COc1ccc(NC(=O)C2(c3cccs3)CCOCC2)cc1
  A: 0%; B: 0%; C: 10%; D: -7%; E: -1.4%; F: -5%; G: 3%; H: -5%
> O=C(CSc1ncccc1-c1nc2ccccc2[nH]1)N1CCN(c2ccccc2F)CC1
  A: -5%; B: -2%; C: 1%[46.1 µM]; D: u; E: -2.7%; F: 4%; G: u; H: 1%
> CC(C)(CO)Nc1ccc([N+](=O)[O-])cc1[N+](=O)[O-]
  A: 0%; B: -7%; C: 20%[46.1 µM]; D: -3%; E: -3.5%; F: -9%; G: -13%; H: 4%
> Cc1cc(-c2cc(C(=O)NCc3ccccc3)on2)nc(NCC2CC2)n1
  A: 0%; B: -3%; C: -6%; D: -18%; E: 1.3%; F: 1%; G: 2%; H: -4%
> CCn1c(-c2ccc(N(C)C)cc2)nc2ccccc21
  A: 1%; B: 1%; C: u; D: -15%; E: -0.9%; F: -10%; G: 18%; H: 10%
> Cc1cc(NC(=O)CCCN2C(=O)c3cccc4cccc(c34)C2=O)no1
  A: -4%; B: 4%; C: -1%; D: -13%; E: -4.2%; F: 10%; G: 7%; H: -4%
> C=CCOc1cc(OC)c(OC)c(OC)c1
  A: -8%; B: -7%; C: -17%; D: 5%; E: 2.5%; F: 11%; G: 4%; H: 3%
> Cc1cccnc1NC(=O)c1cc2c(=O)oc3ccccc3c2s1
  A: -1%; B: -3%; C: 1%; D: -4%; E: 3.3%; F: -21%; G: 5%; H: -8%
> CS(=O)(=O)N(CC(=O)NCc1ccccc1Cl)Cc1ccccc1
  A: 0%; B: -4%; C: -5%[46.1 µM]; D: -4%; E: 1.2%; F: 8%; G: 2%; H: 2%
> CCc1ccccc1NC(=O)N1CCN(c2cc(-c3noc(C)n3)ccc2C)CC1
  A: 4%; B: -7%; C: x; D: -15%; E: 0.0%; F: x; G: x; H: -5%
> CCCOCC(O)CC(Cc1ccccc1)C(=O)NN (stereo not given)
  A: -5%; B: -7%; C: 4%; D: u; E: 1.1%; F: 18%; G: -3%; H: -2%
> COc1ccc(/C=C2\SC(=S)N(N3CCOCC3)C2=O)c(OC)c1
  A: -6%; B: -1%; C: -10%; D: -18%; E: -2.2%; F: 4%; G: 2%; H: -6%
> On1nnc2ccc3ccccc3c21
  A: -3%; B: 7%; C: 0%; D: 6%; E: -4.4%; F: 0%; G: 7%; H: -2%
> Cc1nc2ccccc2n1CC(O)COCC1CC=CCC1 (stereo not given)
  A: -2%; B: 2%; C: 5%[46.1 µM]; D: -10%; E: -1.0%; F: 0%; G: 1%; H: 10%

Profiles from above. Values in the order: TR SRC2 fluor cs | TRb-SRC2 inh | NPSR antag | Tau fluor counter | Epigenetic reg | CBFb RUNX1 block | aGal spleen mod | Tau fibril FP
CCCCN(CC)Cc1c(O)ccc2c3c(c(=O)oc12)CCC3 as listed: -1% | -2% | -9% | 0% | 3.1% | -1% | u | -1%
CCCOCC(O)CC(Cc1ccccc1)C(=O)NN (stereo not given) as listed: -5% | -7% | 4% | u | 1.1% | 18% | -3% | -2%
On1nnc2ccc3ccccc3c21 as listed: -3% | 7% | 0% | 6% | -4.4% | 0% | 7% | -2%
Cc1ccc(C(=O)c2ccc(C)cc2)cc1 as listed: 3% | 6% | -1% | 2% | 0.0% | -12% | 8% | -2%

Next part.
Assay codes – A = TR SRC2 fluor cs; B = TRb-SRC2 inh; C = NPSR antag; D = Tau fluor counter; E = Epigenetic reg; F = CBFb RUNX1 block; G = aGal spleen mod; H = Tau fibril FP
> CCCN(/C=N/c1sc2c(c1C#N)CCCCC2)CCC
  A: -1%; B: 6%; C: u; D: -15%; E: -0.1%; F: 0%; G: -4%; H: 11%
> N#C/C(=C\c1c(N2CCC(C(N)=O)CC2)nc2ccccn2c1=O)S(=O)(=O)c1ccccc1
  A: -2%; B: -7%; C: -9%[7.67 µM]; D: -9%; E: 0.6%; F: -2%; G: 5%; H: 5%
> O=C(CSc1nc2ccccc2c(=O)n1-c1ccc(F)cc1)Nc1ccc2c(c1)CCC2
  A: 2%; B: 2%; C: -28%; D: -21%; E: 0.0%; F: -12%; G: -2%; H: -9%
> O=C(c1ccc([N+](=O)[O-])cc1[N+](=O)[O-])N1CCCC1
  A: 0%; B: -2%; C: -8%; D: 9%; E: 1.6%; F: 7%; G: -5%; H: u
> COc1ccccc1N1CCN(C(=O)C(F)F)CC1
  A: -1%; B: -13%; C: 1%[46.1 µM]; D: 2%; E: -4.2%; F: 1%; G: 8%; H: -7%
> Cc1ccc(C(=O)N2CCN(S(=O)(=O)N3CCOCC3)CC2)cc1
  A: -1%; B: -6%; C: -17%; D: -10%; E: 1.6%; F: -11%; G: 3%; H: -5%
> O=C(Oc1coc(CSc2nnc(NC(=O)C3CC3)s2)cc1=O)c1ccccc1
  A: -5%; B: -3%; C: 9%; D: -17%; E: 1.5%; F: 9%; G: 2%; H: -5%

From PubChem BioAssay
